Screening data (PubChem)
SRC1 TRFRET art: TR-FRET artefact, counter-screen to PPARgamma/SRC-1 agonist assay; AID 1051; TR-FRET ratio at 8 µM; TR-FRET detection artefact counter-screen, emission ratio; active compounds read high; 0.34% of 99,000 active; in the data active = TR-FRET ratio above about 2300; also: inactives centre near 1800; reference of the scale not given here
SRC3 TRFRET art: flags TR-FRET format artefacts in PPARgamma SRC-3 recruitment agonist screen; TR-FRET artefact counter-screen, PPARgamma/SRC-3 format; active compounds read high; TR-FRET ratio at 8 µM; 0.39% of 99,000 active; AID 1048; in the data active = TR-FRET ratio above about 2000; also: inactives centre near 1600; reference of the scale not given here
* = called active by the depositor. This is a subset (hit frequency here may not be typical).

Each structure is followed by: SRC1 TRFRET art, SRC3 TRFRET art
- COC(=O)[C@H](Cc1ccccc1)NC(=O)[C@@H]1C[C@H]1[C@@H](NC(=O)OCc1ccccc1)c1ccccc1
  1571, 1546
- O=C(CNc1ccccc1)NNC1=NCCC1
  1969, 1613
- O=C(/C=C/c1ccc(OCCCF)cc1)Nc1ccnc(-c2ccncc2)n1
  1859, 1737
- CCOc1ccc(N=CC2=C(O)CC(c3ccco3)CC2=O)cc1 (stereo not drawn)
  1724, 1497
- COC(=O)C1C(c2ccc(Br)cc2)Nc2nnc(C(F)(F)F)n2C1(C)O (stereo not drawn)
  1732, 1632
- O=C1c2ccccc2CN1CCNC(=S)NC1CCCCC1
  1609, 1468
- Cc1ccc(N2C(=O)c3cccc([N+](=O)[O-])c3C2=O)cc1C
  1601, 1596
- CCOc1ccccc1OCC(=O)Nc1nc2ccccc2[nH]1
  1525, 1374
- O=C(COC(=O)CNC(=O)C1CCCCC1)Nc1ccc(Cl)cc1F
  1837, 1526
- Cc1nc(NC(=O)COC(=O)C2=NNC(=O)CC2)c(Cl)cc1Cl
  1735, 1565
- Cc1ccc(Cn2nc(C)c(NC(=O)CCCn3nc(C)c([N+](=O)[O-])c3C)c2C)cc1
  1763, 1755
- CC(C)(C)OC(=O)N1CC=C2C(C#N)=C(N)C(C#N)(C#N)[C@H](c3cccnc3)[C@H]2C1
  1766, 1455
- CNC(=S)Nc1cc(OC)c(NC(=O)c2ccco2)cc1OC
  1888, 1404
- O=C(Nc1ccc(OC(F)(F)F)cc1)C1CC(c2ccc(F)cc2)=NO1 (stereo not drawn)
  2024, 1740
- CSc1nc(-c2ccco2)nn1C(=O)c1ccc(C)cc1
  1878, 1452
- O=C(CSc1cccc[n+]1[O-])NCCCc1ccccc1
  1624, 1362
- CCOC(=O)C1(Cc2ccc(Cl)cc2)CCN(C(=O)C2=NNC(=O)CC2)CC1
  1988, 1754
- N/C(Cc1ccc([N+](=O)[O-])cc1)=N\OC(=O)c1ccco1
  1512, 1580
- O=C1C2C3CCC(C3)C2C(=O)N1c1ccc(OS(=O)(=O)c2ccccc2)cc1 (stereo not drawn)
  1887, 1629
- Cc1cc(C)nc(Nc2n[nH]c(-c3ccccc3C)n2)n1
  1837, 1641

Ordered by heavy-atom count (ascending): six of the compounds above.
Each structure is followed by: SRC1 TRFRET art, SRC3 TRFRET art
- Cc1cc(C)nc(Nc2n[nH]c(-c3ccccc3C)n2)n1
  1837, 1641
- Cc1nc(NC(=O)COC(=O)C2=NNC(=O)CC2)c(Cl)cc1Cl
  1735, 1565
- CCOc1ccc(N=CC2=C(O)CC(c3ccco3)CC2=O)cc1 (stereo not drawn)
  1724, 1497
- O=C(Nc1ccc(OC(F)(F)F)cc1)C1CC(c2ccc(F)cc2)=NO1 (stereo not drawn)
  2024, 1740
- O=C(/C=C/c1ccc(OCCCF)cc1)Nc1ccnc(-c2ccncc2)n1
  1859, 1737
- CC(C)(C)OC(=O)N1CC=C2C(C#N)=C(N)C(C#N)(C#N)[C@H](c3cccnc3)[C@H]2C1
  1766, 1455

Returning to the listing; the 5 compounds before the break are reprinted first.
Each structure is followed by: SRC1 TRFRET art, SRC3 TRFRET art
- O=C(CSc1cccc[n+]1[O-])NCCCc1ccccc1
  1624, 1362
- CCOC(=O)C1(Cc2ccc(Cl)cc2)CCN(C(=O)C2=NNC(=O)CC2)CC1
  1988, 1754
- N/C(Cc1ccc([N+](=O)[O-])cc1)=N\OC(=O)c1ccco1
  1512, 1580
- O=C1C2C3CCC(C3)C2C(=O)N1c1ccc(OS(=O)(=O)c2ccccc2)cc1 (stereo not drawn)
  1887, 1629
- Cc1cc(C)nc(Nc2n[nH]c(-c3ccccc3C)n2)n1
  1837, 1641
- COc1cccc(CNC(=O)CCC2CCCN(C(=O)c3cc(C)[nH]n3)C2)c1 (stereo not drawn)
  1561, 1707
- O=C(CCSCCc1ccccn1)Nc1ccc(Cc2ccncc2)cc1
  1689, 1672
- Cc1ccc(S(=O)(=O)N(C)CC(=O)OCC(=O)NC(c2ccccc2)c2ccccc2)cc1
  1570, 1401
- CN(Cc1cn(C)nc1-c1ccccc1F)CC1CCCCO1 (stereo not drawn)
  1751, 1578
- CN(C)S(=O)(=O)c1ccc2oc(SCC(=O)Nc3ccccc3F)nc2c1
  1808, 1694
- Cc1cc2c(cc1C)C(c1cc(Br)ccc1F)CC(=O)N2 (stereo not drawn)
  1618, 1432
- CSCCNC(=O)c1ccc(OC2CCN(CCc3ccccc3)CC2)cc1
  1465, 1483
- COc1ccc(C2C(C#N)=C(N)N(c3ccccc3C#N)C3=C2C(=O)CCC3)cc1CN1CCCC1 (stereo not drawn)
  1885, 1506
- CCOC(=O)N1CCC(N(CCOC)C(=O)Nc2ccc(Cl)cc2)CC1
  1930, 1530
- CC1=CN2C(=N)/C(=C/c3ccc([N+](=O)[O-])o3)C(=O)N=C2S1
  2056, 1567
- CN1CCN(C(=O)CC2(CC(=O)O)CCCC2)CC1
  1912, 1512
- COc1ccc(C2CC(c3ccccc3)=NN2C(=O)CSc2nccc(=O)[nH]2)cc1 (stereo not drawn)
  1824, 1953
- O=C(CSc1nc2ccccc2c(=O)n1-c1ccccc1)N1CCC1
  1630, 1367
- CCOC(=O)N1CCN(CC(O)COc2cc(C)ccc2C(C)C)CC1 (stereo not drawn)
  1758, 1460
- CC(C)OC(=O)CN1C(=O)c2ccccc2C1=O
  1597, 1603
- CCOc1cc(N2CCOCC2)c(OCC)cc1NC(=O)c1ccc(S(C)(=O)=O)cc1
  1838, 1547
- Cc1ccc(/C=N/NS(=O)(=O)c2ccc([N+](=O)[O-])cc2)o1
  1892, 1670
- CCc1nnc(NC(=O)CN2C(=O)/C(=C/c3cc(OC)c(OC)c(OC)c3)SC2=S)s1
  1863, 1768
- CCc1ccc(NC(=O)CSCCO)cc1
  1698, 1394
- Brc1ccc(Nc2nc(-c3cccnc3)cs2)cc1
  1794, 1595
- O=C(COc1ccccc1Cl)Nc1ccc(CN2CCCCC2)cc1
  1780, 1556
- O=C(NC1CC2CCC(C1)N2C(=O)NC1CCCCC1)NC12CC3CC(CC(C3)C1)C2 (stereo not drawn)
  1630, 1567
- Nc1c(C(=O)NCc2ccccc2)c2nc3ccccc3nc2n1CCCN1CCOCC1
  1976, 1659
- NC(=O)c1ccc(N2CCN(S(=O)(=O)c3ccccc3)CC2)c([N+](=O)[O-])c1
  1655, 1589
- O=C(COc1ccc(-c2nnco2)cc1)NC1CCCc2ccccc21 (stereo not drawn)
  1891, 1424
- O=C(Nc1ccc([N+](=O)[O-])cc1)c1cn(-c2ccccc2)nc1-c1cc2ccccc2o1
  1844, 1714
- CCCCCCCC#Cc1ccccc1/C=N/S(=O)c1ccc(C)cc1 (stereo not drawn)
  1704, 1496
- CC1CC(C)(C)NC(=S)N1CCCC(=O)Nc1ccc2c(c1)OCCO2 (stereo not drawn)
  1910, 1409
- COC(=O)CN1C(=S)N(c2ccccc2)C(=O)C1CC(=O)Nc1ccc(Cl)cc1 (stereo not drawn)
  1942, 1579
- O=C(COC(=O)c1ccccn1)Nc1cc(Cl)ccc1Cl
  1542, 1685
- C=CCn1c(COc2ccc(Cl)cc2)nnc1SCC(=O)c1c(N)n(C)c(=O)n(C)c1=O
  1862, 1944
- CCOc1ccc(Oc2cc(N)cc([N+](=O)[O-])c2)cc1
  1688, 1338
- O=C(Cc1c[nH]c2ccccc12)N/N=C/c1cccc(F)c1
  1856, 1619
- CCN(CC)S(=O)(=O)c1cccc(C(=O)Nc2nncs2)c1
  1588, 1332
- COc1ccccc1NC1=C(NC(C)=O)C(=O)c2ccccc2C1=O
  1812, 1604
- N=c1n(CCN2CCCC2)c2ccccc2n1CC(O)c1ccc(Cl)c(Cl)c1 (stereo not drawn)
  1530, 1474
- COC(=O)c1sc2cc(=O)n(-c3cccc(C(F)(F)F)c3)nc2c1O
  1895, 1710
- Cn1cc(C(=O)N/N=C/c2cccc(O)c2)ccc1=O
  1634, 1616
- CCn1nc(C(=O)NNC(=O)COc2ccc(OC)cc2)c2ccccc2c1=O
  1647, 1406
- CC(=O)c1cccc(N2Cc3ccccc3C2=NC(=O)CCl)c1
  1795, 1674
- COc1ccc(NC(=O)C/C(C)=N/NC(=O)C(=O)NC2CCCCC2)c(OC)c1
  1864, 1492
- Cc1ccc2cc(CCNS(=O)(=O)c3ccc(F)cc3)c(=O)[nH]c2c1
  1778, 1347
- CC(=O)Nc1ccc(C(=O)OCC(=O)c2cccc([N+](=O)[O-])c2)cc1
  1762, 1685
- CCCCNC(=O)CCC(=O)Nc1ccc2nc(N3CCCCC3)cc(C)c2c1
  1864, 1561
- Cc1oc(-c2cccc(C(F)(F)F)c2)nc1CN1CCN(c2ccccn2)CC1
  1963, 1600
- N#CC1CN(C(c2ccccc2)c2ccccc2)C1
  1572, 1276
- CSc1nc(N(C)C)nc(N(C#N)CCOC(C)=O)n1
  1903, 1557
- CCOCc1nnc(NC(=O)COC)s1
  1819, 1722
- CC(=O)C1=C(C)N(Cc2ccccc2)C(=O)N[C@H]1CCc1ccccc1
  1531, 1475
- CCCc1nc([N+](=O)[O-])c(S(=O)(=O)c2ccccc2)n1CC(C)C
  1601, 1545
- CCN(CC)c1ccc(/C=N\NC(N)=O)cc1
  2038, 1819
- COc1ccccc1NS(=O)(=O)/C=C/c1ccccc1
  1565, 1379
- COC(=O)CCSc1cc([N+](=O)[O-])cc2c1c(C1OCCO1)nn2-c1ccccc1
  1883, 1538
- Cc1cccc(NC(=O)c2ccc(NCC3CCCO3)c([N+](=O)[O-])c2)c1 (stereo not drawn)
  1892, 1687
- Nn1c(SCc2cn3ccsc3n2)nnc1-c1ccncc1
  1879, 1866
- O=C(Cc1cccs1)Nc1nnc(SCc2ccc(Br)cc2)s1
  1649, 1670
- CCc1ccccc1NC1=CC(=O)CC(C)(C)C1
  1914, 1660
- COc1cc(/C=C(\C#N)c2ccccn2)ccc1OCc1ccccc1
  1726, 1753
- CCN(CC)CCNC(=O)/C(=N\O)c1ccccn1
  1576, 1435
- C=CCN(C(=O)c1cc(C)cc(C)c1)C1(C(=O)Nc2ccccc2)CCN(C(C)C)CC1
  1780, 1682

Later entries:
mol,SRC1 TRFRET art,SRC3 TRFRET art
NS(=O)(=O)c1ccc(NC(=O)COC(=O)c2ccc(Cl)nc2)cc1,1859,1493
COc1ccc(C2=NN(C(=O)/C=C/c3ccccc3)C(c3ccccc3)C2)c(OC(C)=O)c1 (stereo not drawn),1758,1402
C=CCNC(=S)NNC(=O)c1cccc(Br)c1,1546,1256
S=C(Nc1ccc(Cl)cc1)NC1CCN(Cc2ccccc2)CC1,1876,1739
CCOC(=O)N1CCN(CC(=O)Nc2ccc(F)cc2F)CC1,1938,1779
CC(=O)N1[C@@H]2CC3C4CC=C5C[C@@H](O)CC[C@]5(C)C4CC[C@]3(C)[C@@]21C(C)=O (stereo partly drawn),1651,1257
OCCNCc1cccc(OCc2ccc(Cl)cc2)c1,1846,1521
Cc1ccc2cc(C#N)c(N3CCCN(C(=O)C4CCCO4)CC3)nc2c1C (stereo not drawn),1869,1652
COc1ccc2c(c1)O[C@H](c1ccc3c(c1)OCO3)[C@@H](OC(=O)N[C@H]1CCCc3ccccc31)C2=O,1687,1625
Brc1ccc(CN2C3=NCCCN3c3ccccc32)cc1,1818,1540
CNC(=O)CN(Cc1ccccc1)S(=O)(=O)c1ccccc1,1754,1539
Cc1nc2cc(C(=O)OCC(=O)Nc3ccc(C#N)cc3)ccc2n1-c1ccccc1,1945,1763
COC(=O)C1=C(C)NC(=O)NC1c1ccc(-c2ccccc2Cl)o1 (stereo not drawn),1501,1255
O=C(Nc1ccc(F)cc1)c1ccccc1NS(=O)(=O)N1CCCC1,1747,1608
CC1(C(=O)NNC(=S)NCc2ccco2)CC1(Cl)Cl (stereo not drawn),1600,1590
CCO[C@H]1OC(C(=O)N2CCN(Cc3ccccc3)CC2)=C[C@@H](C2CCCCC2)[C@@H]1CCCO,1763,1817
COc1ccc(-c2cn3ccccc3n2)cc1[N+](=O)[O-],1760,1421
O=C(Nc1cccc(S(=O)(=O)N2CCOCC2)c1)c1ccc2c(=O)n3c(nc2c1)CCCCC3,2021,1592
CSc1cccc(NC(=O)C2(S(=O)(=O)c3ccc(C)cc3)CC2)c1,1965,1629
O=C(Cn1cncn1)N/N=C/c1cccc2ccccc12,2060,1701
Cc1c(C(=O)NN)nn(-c2ccc(Cl)cc2)c(=O)c1C#N,1483,1544
COC(=O)[C@@]1(Cc2ccc(OC)cc2)[C@@H]2[C@@H](CC(=O)[C@H]2CC(=O)C(=O)N(C)C)CN1C(=O)c1ccccc1,1562,1376
Cc1ccc(C=Nc2cc([N+](=O)[O-])ccc2C)s1,1874,1468
COc1ccc(-n2nc([N+](=O)[O-])c(=NCCc3ccccc3)n2O)cc1,1703,1626
COc1cccc(-c2nc3sc4c(c3c(=O)[nH]2)CCCCC4)c1,1707,1643
CCS(=O)(=O)c1ccc(O)c(NC(=O)COc2ccc(C)cc2)c1,1633,1627
OC1(c2ccc(F)cc2)CN(c2ccccc2)C2=[N+]1CCS2 (stereo not drawn),1661,1288
O=[n+]1c2c(n([O-])c3cc(Br)ccc31)CCCC2,1764,1628
COc1ccc2c(CSc3nnc(-c4cccnc4)n3-c3ccccc3F)cc(=O)oc2c1,1805,1710
Oc1ccc(Nc2nc(Cl)nc(NCc3ccco3)n2)cc1,1708,1750
CCc1ccc(NC2=NCC(=O)N2Cc2ccc3c(c2)OCO3)cc1,1780,1434
Cc1ccc(Nc2nc3ccccc3c(=O)s2)cc1,1703,1814
Cn1cccc1Cc1nnc(SCC(=O)NCC2CCCO2)n1C (stereo not drawn),1674,1359
COc1ccc(CCNC(=O)CSc2cccc3cccnc23)cc1OC,1927,1644
CC(=O)c1cccc(NC(=O)COC(=O)c2ccc(S(C)(=O)=O)c([N+](=O)[O-])c2)c1,1741,1582
COc1cccc(NC(=S)N/N=C2\CC3CCC2(C)C3(C)C)c1 (stereo not drawn),1687,1547
O=C(/C=C/c1ccco1)Nc1ccc(C(=O)N2CCOCC2)cc1,1843,1443
Cc1nc(CN(C)Cc2nc(Cc3ccccc3Cl)no2)cs1,1694,1507
N#CCCN(CCN1CCCC1)S(=O)(=O)c1ccc(-c2ccc([N+](=O)[O-])cc2)cc1,2034,1757
